Screening data: PubChem, several laboratories
FadD28 FP inh: M. tuberculosis FadD28 bisubstrate binding inhibition; FadD28 bisubstrate probe binding, fluorescence polarization; inhibition, % at 12.5 µM; actives 0.22% (n = 360,000); AID 588549; in the data active = inhibition above about 8.5%, passing the limit was not always enough; inconclusive = no clear call, values can overlap the other calls
BoNT F protease: BoNT F light chain protease inhibition | Multiplex microsphere protease cleavage assay, flow cytometry | inhibition, % at 10 µM | actives 0.22% (n = 360,000); in the data active = inhibition above about 35%, passing the limit was not always enough; inconclusive = no clear call, values can overlap the other calls; note: plate controls were buffer without enzyme for full effect and enzyme alone for no effect
CCHFV vOTU inh: blocks the CCHF virus ovarian tumor domain protease; CCHFV vOTU protease, Pep-AMC fluorescence; inhibition, % at 11.5 µM; actives 0.55% (n = 370,000); in the data active = inhibition above about 30%; note: 0% = vehicle wells with enzyme and 100% = no enzyme wells
PfHsp40 yeast: restores yeast growth despite PfHsp40 toxicity. S. cerevisiae expressing PfHsp40, growth rescue, ATP luminescence. growth rescue, % at 12.5 µM. actives 0.68% (n = 340,000). AID 504582; in the data active = growth rescue above about 28%, passing the limit was not always enough; inconclusive = no clear call, values can overlap the other calls;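 note: yeast W303a lacking pdr1 and pdr3 grown in galactose medium; growth measured after three days at 30 °C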
PrPC surface inh: reduces human prion protein on the cell surface. AID 720596. P04156. actives 0.43% (n = 370,000). cell surface PrPC, TR-FRET read-out. inhibition, % at 13.8 µM; in the data active = inhibition above about 24%; note: 0% = median of the test wells and 100% = reference compound wells
BoNT-A LC inh2: blocks Botulinum neurotoxin A light chain protease; AID 588499; actives 0.17% (n = 360,000); multiplex microsphere protease substrate cleavage, flow cytometry; inhibition, % at 10 µM; note: plate controls were buffer without enzyme for full effect and enzyme alone for no effect
TcdB inh: inhibitors of Clostridioides difficile toxin B glycohydrolase; P18177; TcdB glycohydrolase enzymatic assay, plate reader; inhibition, % at 9.99 µM; actives 0.24% (n = 350,000); AID 652162; in the data active = inhibition above about 10%
Anthrax LF inh2: inhibitors of Bacillus anthracis lethal factor protease | P15917 | multiplex microsphere protease cleavage assay, LF | inhibition, % at 10 µM | actives 0.12% (n = 360,000) | AID 588501; note: plate controls were buffer without enzyme for full effect and enzyme alone for no effect
Yp Topo-I inh: Y. pestis Topo-I inhibition via cleavage products. activity, % at 10 µM. AID 504884. Y. pestis Topo-I cleavage product accumulation, plate reader. actives 0.064% (n = 360,000); in the data active = activity above about 50%, passing the limit was not always enough; inconclusive = no clear call, values can overlap the other calls; note: inactives centre near 2
* marks the source's active call; other numbers are inactive results; ? = inconclusive; . = not tested or not shown. Cut-off read from the data, not from the text of the source, unless noted: active = inhibition above about 30%; inconclusive = no clear call, values can overlap the other calls; inactive = below that.

Fields: TcdB inh	BoNT F protease	PfHsp40 yeast	PrPC surface inh	Yp Topo-I inh	FadD28 FP inh	CCHFV vOTU inh	BoNT-A LC inh2	Anthrax LF inh2
C[C@H](O)[C@H]1CC[C@H]2[C@@H]3CCC4=CC(=O)CC[C@]4(C)[C@H]3CC[C@]12C
    0.9	1	158*	0	20	0.0	-1	-1.5	-9
COc1ccc(OCC(=O)Nc2cccc3cccnc23)cc1
    .	1	5.2	4	34	-3.1	3	1.9	8
CCOc1c(Br)cc(C(=O)OCC(=O)N2CCc3ccccc3C2)cc1OC
    0.2	-3	?	0	35	.	8	-1.7	-6
COc1cccc(NC(=O)N2C3CCCC2CC(NC(=O)C(C)(C)C)C3)c1 (stereo not drawn)
    0.0	4	-1.1	7	4	-1.6	-13	1.6	-7
c1ccc2c(c1)[nH]c1c(N3CCSCC3)ncnc12
    .	-4	-1.4	9	9	-16	-1	0.2	-7
Cc1ccsc1C1CC(=O)NC2=C1C(=O)CC(C)(C)C2 (stereo not drawn)
    .	-10	-0.3	9	-2	-3.6	9	-0.1	-2
Cc1ccc(NS(=O)(=O)c2cn(C)cn2)cc1
    .	-10	-0.2	9	-6	-2.2	4	-0.1	-1
O=C(Nc1cccc([N+](=O)[O-])c1)c1ccc2ccccc2c1O
    0.5	-4	0.9	7	-3	-1.6	-2	-0.4	3
Cc1ccc(/C(O)=C2\C(=O)C(=O)N(CCCN3CCOCC3)C2c2ccccc2F)cc1 (stereo not drawn)
    -1.4	0	.	1	8	-0.7	-3	0.2	-1
COC(=O)Cc1[nH]nc2c1C1(C(=O)N(Cc3ccc(Cl)cc3)c3ccccc31)C(C#N)=C(N)O2 (stereo not drawn)
    .	4	0.9	-7	11	-6.9	0	0.0	7
Cc1cc(C)n2c(SCC(=O)Nc3ccc(F)cc3)nnc2n1
    0.7	-14	0.5	2	2	0.0	-6	0.1	-1
COc1cc(/C=N/Nc2nc(C)cc(C)n2)ccc1OC(=O)c1ccco1
    .	-2	0.3	1	-2	-4.8	9	-0.1	0
O=C(O)c1cnn2c(C(F)(F)F)cc(-c3ccccc3)nc12
    .	0	-0.5	-19	15	-1.5	3	-0.4	3
Cn1c(=O)c2c(nc(N/N=C/c3cccs3)n2Cc2ccc(Br)cc2)n(C)c1=O
    .	-12	-1.9	2	-3	1.4	9	-1.3	2
CCC(C)c1ccc(NC(=S)N2CCN(C(=O)C3CCCO3)CC2)cc1 (stereo not drawn)
    1.1	8	-1.0	4	12	-0.9	-1	-0.1	-2
COC(=O)C1(C)NC(c2ccc(F)cc2)C2C(=O)N(c3ccccc3)C(=O)C21 (stereo not drawn)
    0.1	.	-0.6	-3	-2	-1.2	-5	.	.
OC(CN1CCOCC1)Cn1c2c(c3ccccc31)CCCC2 (stereo not drawn)
    0.6	-5	-1.0	-8	-3	-0.4	13	-1.0	8
Cn1c(Cn2c(=O)sc3ccccc32)nnc1SCC(=O)Nc1cccc(Cl)c1
    0.9	0	-1.3	-9	11	-0.1	-3	0.1	-2
COc1ccc(-c2cc3nc4c(c(N5CCC6(CC5)OCCO6)n3n2)CCC4)cc1
    0.1	6	0.1	2	-12	-4.2	-13	0.4	0
CSc1ncnc2c1ncn2CCCNCc1ccc(C)o1
    -3.6	-3	.	-3	2	0.6	4	-0.5	-10
CCc1noc(C)c1C(=O)Nc1nc2ccc(S(C)(=O)=O)cc2s1
    0.9	-4	-0.1	6	-1	-4.3	1	-1.5	-1
COc1ccc(Br)cc1C(=O)Nc1ccc(Cc2ccncc2)cc1
    .	-12	0.9	12	23	-5.9	-11	-0.7	-5
O=S1(=O)[C@H]2C[C@@H]3C=C[C@@]2(CN1Cc1ccccc1F)O3
    1.0	0	-1.6	10	8	-1.6	6	-0.1	0
Cc1nc2ccccc2nc1OCC(=O)N1CCN(c2ccccc2)CC1
    0.6	10	0.9	-6	13	-0.5	10	-1.0	0
COc1ccc(S(=O)(=O)N/N=C\c2ccc3c(c2)OCO3)c(OC)c1
    -1.5	3	0.2	14	-12	-0.6	5	-1.3	1
CC(C)NC(=O)NC(=O)COC(=O)c1ccccc1O
    -2.6	-11	0.0	4	-3	-0.2	7	-1.3	-3
COc1ccc(NC(=O)CN(C)C(=O)/C=C/c2cn(-c3ccccc3)nc2-c2ccc(C)cc2)cc1
    1.5	6	-0.3	6	19	-2.5	17	2.3	-4
C#CC(CC)(CC)NC(=S)Nc1cccc(C(C)=O)c1
    .	-10	0.3	4	8	-2.5	2	1.6	-10
CCN1CCN(C(=O)CN(CC)S(=O)(=O)c2ccc3ccccc3c2)CC1
    1.7	-14	-0.5	-2	8	0.1	3	0.1	5
Cc1ccc(NC(=O)c2ncn(CCCN(CCCn3cnc(C(=O)Nc4ccc(C)c(C)c4)n3)Cc3ccc4[nH]ccc4c3)n2)cc1C
    -0.4	-2	-2.3	-9	12	-5.5	10	-0.3	1

The listing continues:
Fields: TcdB inh	BoNT F protease	PfHsp40 yeast	PrPC surface inh	Yp Topo-I inh	FadD28 FP inh	CCHFV vOTU inh	BoNT-A LC inh2	Anthrax LF inh2
Cc1cccc(Oc2ccc(NC(=O)c3ccccc3C(=O)O)cc2)c1C
    1.0	-3	-0.3	2	19	-6.8	19	-0.6	-2
CCn1ncc([N+](=O)[O-])c1C(=O)N1CCc2ccccc2C1
    1.4	4	0.0	4	-3	-3.1	-1	0.0	-3
N#Cc1cccc(NC(=O)CC2CCCCC2)c1
    2.0	-11	0.8	2	1	-3.8	3	-0.4	2
CSc1ccc(CNc2nnnn2C)cc1
    1.4	-4	-0.2	-1	-9	-0.6	3	0.9	-8
CC(=O)NC1CCN(CC(=O)Nc2nccs2)CC1
    -0.5	-1	-1.1	1	6	-0.4	-7	3.0	10
CCCOC1CCCN(C(=O)c2ccc(OC)c(OC3CCN(C(C)C)CC3)c2)C1 (stereo not drawn)
    1.6	8	-0.9	-8	7	-2.7	12	-0.1	0
COc1ccc(S(=O)(=O)N(C)CC(=O)N2CCN(Cc3ccccc3)CC2)cc1C
    .	-5	1.0	3	7	-1.2	6	-0.7	-3
CC1(Oc2ccc(CC#N)cc2)CCN(Cc2ccccc2OC(F)F)C1 (stereo not drawn)
    1.3	-2	.	-2	13	-1.1	1	0.0	-8
COC(=O)CSc1nnc(-c2cnccn2)n1C
    .	-5	1.0	4	-3	-2.1	-2	-0.3	-4
O=C1CCC(C(=O)Nc2cccc3ccccc23)N1 (stereo not drawn)
    .	0	1.9	4	-2	-2.3	1	0.5	-2
COc1ccc(CNC(=O)c2ccc(Br)s2)cc1OC
    -0.1	0	-0.4	2	-12	-4.9	15	-0.9	2
Cn1nnc(NC(=O)COc2ccc(C3CCCCC3)cc2)n1
    .	-47	0.1	2	1	-2.0	-1	-3.0	-14
CC(C)(C)c1ccc(C(=O)Nc2nnc(Cc3c[nH]c4ccccc34)s2)cc1
    .	10	-0.9	17	10	-1.3	-5	0.3	-2
CC(=O)N1C[C@@H](CO)[C@@H](N(C)C(=O)C(C)(C)C)C[C@H]1c1ccccc1
    -0.3	2	.	-1	.	-3.8	9	-1.1	-5
COc1ccc(NC(=O)c2cc(S(=O)(=O)N3CCCC3)oc2C)cc1
    2.1	?	1.2	9	-5	-2.5	2	?	3
COCCCNC(=O)C1Cc2cc(S(=O)(=O)N3CCCC3)ccc2N1C(C)=O (stereo not drawn)
    2.6	-5	-0.1	-2	2	-1.6	-13	1.1	0
COc1ccc(N(CC(=O)N/N=C/c2cccc(OC)c2OC)S(=O)(=O)c2ccccc2)cc1
    0.5	14	.	-5	23	-1.6	15	-1.4	-5
COC(=O)CCN(C(=O)c1ccc([N+](=O)[O-])cc1)c1ccccn1
    0.9	3	0.6	-19	-9	-0.2	-10	-0.1	-9
CN(Cc1ccco1)C(=O)[C@H](Cc1ccccc1)NC(=O)CC[C@H]1O[C@@H](n2ccc(=O)[nH]c2=O)[C@H](O)[C@@H]1O
    1.0	4	.	-4	.	-0.9	-3	-0.5	-6
O=c1nc2ccc(Cl)cn2c2ccc(S(=O)(=O)N3CCOCC3)cc12
    0.4	0	-0.7	-2	-1	1.2	-213	1.3	-4
COc1cc(/C=N/n2c(-c3ccccc3)n[nH]c2=S)cc(OC)c1O
    -0.9	-1	0.5	3	-1	-0.4	19	-0.2	4
CCc1nc2ccc(C(=O)Nc3cc(-c4ccccc4)ccc3OC)cn2c1N(CC)CC(=O)N(C)C
    2.0	-6	.	-13	30	-1.6	11	-0.3	-1
CCc1ccc(CC)c(S(=O)(=O)Nc2ccc(C(=O)O)c(O)c2)c1
    0.4	-8	0.9	-1	5	1.6	8	0.6	-2
COc1cc(C(=O)N2CCc3ccccc32)ccc1OCc1c(C)noc1C
    1.2	1	-1.2	5	5	-3.0	14	-0.2	4
CC(C)N(Cc1ccccc1)C(=O)COC(=O)c1cc[n+]([O-])cc1
    1.6	0	0.6	3	-3	-2.5	3	-0.9	-4
O=C(NNC(=O)c1ccc2ccccc2c1O)Nc1ccc(F)cc1
    -0.2	-7	1.6	-2	0	2.0	-44	-2.0	-3
C/C(=N\NC(=O)c1ccc(N2CCCC2=O)cc1)c1ccccc1
    3.0	-7	1.3	5	4	.	8	0.2	-2
Cc1c(Cc2ccccc2)c(=O)oc2cc(OCC(=O)NCC3CCC(C(=O)O)CC3)ccc12 (stereo not drawn)
    0.9	-20	0.5	3	2	-1.9	-32	-1.0	-5
CCCNC(=O)C1(C)CCCN(Cc2cccc(C(F)(F)F)c2)C1 (stereo not drawn)
    1.2	5	.	3	14	0.4	13	-0.7	-2
COc1ccc(OC)c(NC(=O)C(CC(=O)O)Cc2ccc(Cl)cc2)c1 (stereo not drawn)
    .	-6	0.8	1	4	-3.9	-4	-0.1	2

Other structures follow:
Fields: TcdB inh	BoNT F protease	PfHsp40 yeast	PrPC surface inh	Yp Topo-I inh	FadD28 FP inh	CCHFV vOTU inh	BoNT-A LC inh2	Anthrax LF inh2
CC(C)(C)n1nnnc1C(c1cccs1)N(Cc1cccnc1)Cc1ccco1 (stereo not drawn)
    .	-2	-1.2	2	31	-5.8	0	0.0	-2
CCOc1ccc2nc(Cl)c(CN(C(=O)c3cnccn3)C3CCCC3)cc2c1
    0.9	-5	-0.2	2	-11	-2.8	-8	0.1	-2
Cc1ccc2c(CN(C)Cc3ccc(OC(F)F)cc3)cc(=O)oc2c1C
    -0.4	24	-0.9	9	43	-5.6	29	1.3	-5
CC(OC(=O)c1cnc2ccccc2n1)c1ccccc1Cl (stereo not drawn)
    -1.7	2	0.4	8	22	-0.3	10	-2.0	-4
Cc1cc2c(cc1C)C(c1ccccc1Br)CC(=O)N2 (stereo not drawn)
    1.0	-4	-1.3	12	17	-3.9	11	-0.2	0
COc1cc(NC(=O)COc2ccc(Br)cc2)ccc1NC(=O)C(C)C
    1.0	2	1.9	-4	13	0.0	3	-1.0	-15
CCCc1nnc(SCC(=O)N2CCOCC2)n1CCCOC
    .	-8	-0.8	-3	-4	-2.1	6	-0.8	2
Cc1cccc(C(=O)NCCc2nnc(SCC(=O)Nc3cccc(C(=O)O)c3)n2C)c1
    0.9	2	-0.6	2	0	-1.7	-7	2.5	0
COc1ccccc1NC(=O)C1CCCN(S(=O)(=O)c2ccc3[nH]c(=O)ccc3c2)C1 (stereo not drawn)
    0.1	2	0.4	-4	-1	-3.7	0	0.3	-1
CCOCCCNC(=S)Nc1ccc2nc(N3CCOCC3)cc(C)c2c1
    1.1	0	-0.2	-7	5	.	-27	-2.0	-6
O=C(NC1CCN(Cc2ccc(F)cc2)CC1)c1ccccc1
    0.3	?	22	-10	5	.	-4	-1.5	2

Of the compounds above, these have a nitro group on carbon.
Fields: TcdB inh	BoNT F protease	PfHsp40 yeast	PrPC surface inh	Yp Topo-I inh	FadD28 FP inh	CCHFV vOTU inh	BoNT-A LC inh2	Anthrax LF inh2
O=C(Nc1cccc([N+](=O)[O-])c1)c1ccc2ccccc2c1O
    0.5	-4	0.9	7	-3	-1.6	-2	-0.4	3
CCn1ncc([N+](=O)[O-])c1C(=O)N1CCc2ccccc2C1
    1.4	4	0.0	4	-3	-3.1	-1	0.0	-3
COC(=O)CCN(C(=O)c1ccc([N+](=O)[O-])cc1)c1ccccn1
    0.9	3	0.6	-19	-9	-0.2	-10	-0.1	-9
